Compound activity: PubChem, Broad Institute
E-selectin induc: E-selectin induction in HUVECs, primary screen, imaging, HUVEC, immunofluorescence imaging, single point; P16581; normalized: neutral wells 0, TNF-alpha wells 100; 0.37% of 260,000 active; activation, % at 7.58 µM;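 active = mean E-selectin-positive cell signal at least 10% of the positive control, reached in at least 60% of replicates, without over 20% cell loss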;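 note: in these data hits start at about 27%; measured in HUVEC primary endothelial cells; signal is the percent of cells scored E-selectin positive by PE staining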
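assay system = HUVEC, human umbilical vein endothelial cells | input = 3,000 HUVEC seeded per well | medium = EGM-2 growth medium on 0.1% gelatin-coated wells | dosing = one compound dose added by pin transfer | signal = immunofluorescence imaging | read-out basis = % PE-positive cells | control set = TNF-alpha, DMSO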
ERp5 block: inhibitors of ERp5-driven insulin aggregation, primary screen, biochemical, turbidity, absorbance 650 nm, single point; inhibition, % at 9.99 µM; Protein disulfide-isomerase A6 (Homo sapiens), Q15084; AID 651711, 2012; 90 min; 0.05% of 350,000 active;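 active = mean replicate inhibition above about 25%, with every replicate also reaching it, limit read from the data, passing the limit was not always enough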
esBAF inh: Bmi1 luciferase reporter increase in mESCs, primary screen, esBAF inhibitor project, mouse ES cells, Bmi1 luciferase knock-in, single point; 2% of 350,000 active; 24 h; 100% = twice the neutral-well signal; reporter increase, % at 12.5 µM; AID 602393, 2012; in the data active = activation above about 40%;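 note: 0% = median of the plate's neutral control wells and 100% = double that signal; a rise in the Bmi1 reporter signal indicates esBAF inhibition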
RAD52 inh: RAD52 DNA annealing inhibitors, primary screen, biochemical, FRET, single point, set 2; 0.46% of 360,000 active; recombinant RAD52 DNA annealing, FRET fluorescence; inhibition, % at 18.7 µM; DNA repair protein RAD52 homolog (Homo sapiens), P43351; AID 651710, 2012;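 active = every replicate showing at least 50% inhibition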
ERAP1 HTS inh: human ERAP1 aminopeptidase inhibitors, primary screen, biochemical, single point, plate reader | AID 652197, 2013 | 0.15% of 340,000 active | inhibition, % at 10.7 µM | recombinant ERAP1, Leu-AMC fluorescence, 60 min | Endoplasmic reticulum aminopeptidase 1 (Homo sapiens), Q9NZ08;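 active = mean replicate inhibition of at least 30%, or all replicates individually reaching that 30% level; inactive = mean below 30% and not every replicate reaching it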;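 note: 0% = neutral control wells and 100% = L-leucinethiol positive control wells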
Target sequence (Q9NZ08 whole entry, looked up): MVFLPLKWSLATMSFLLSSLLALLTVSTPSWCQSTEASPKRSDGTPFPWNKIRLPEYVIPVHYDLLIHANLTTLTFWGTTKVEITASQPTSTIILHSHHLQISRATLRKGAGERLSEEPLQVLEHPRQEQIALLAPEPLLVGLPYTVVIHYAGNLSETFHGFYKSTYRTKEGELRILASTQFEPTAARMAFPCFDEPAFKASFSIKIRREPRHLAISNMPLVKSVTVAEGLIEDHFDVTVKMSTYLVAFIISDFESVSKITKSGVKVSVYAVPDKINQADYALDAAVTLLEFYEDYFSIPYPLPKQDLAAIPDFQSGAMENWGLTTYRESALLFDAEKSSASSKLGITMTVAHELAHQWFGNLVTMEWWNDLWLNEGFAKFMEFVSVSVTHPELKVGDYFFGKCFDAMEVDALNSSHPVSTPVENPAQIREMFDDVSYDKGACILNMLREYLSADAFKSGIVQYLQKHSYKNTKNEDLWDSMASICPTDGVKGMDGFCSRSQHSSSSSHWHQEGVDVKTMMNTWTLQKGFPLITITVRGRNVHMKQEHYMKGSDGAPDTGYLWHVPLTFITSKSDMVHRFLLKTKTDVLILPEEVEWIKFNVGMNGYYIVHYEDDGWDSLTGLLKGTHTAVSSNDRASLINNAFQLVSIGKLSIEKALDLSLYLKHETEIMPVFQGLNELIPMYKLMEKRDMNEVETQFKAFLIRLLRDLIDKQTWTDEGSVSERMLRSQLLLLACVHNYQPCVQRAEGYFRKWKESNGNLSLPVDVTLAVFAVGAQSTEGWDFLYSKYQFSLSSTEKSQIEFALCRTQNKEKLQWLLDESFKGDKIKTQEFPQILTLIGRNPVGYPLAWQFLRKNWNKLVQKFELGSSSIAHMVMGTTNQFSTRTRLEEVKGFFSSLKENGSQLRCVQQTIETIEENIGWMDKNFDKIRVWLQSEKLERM
S100A4 inh HTS: inhibitors of S100A4-myosin IIA peptide binding, primary screen, biochemical, fluorescence polarization, TAMRA-MyoIIA peptide; Protein S100-A4 (Homo sapiens), P26447; inhibition, % at 10.7 µM; 0.14% of 360,000 active; AID 652163, 2013;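 active = mean inhibition of at least 70% across replicates, with every replicate also reaching that level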
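Material: human S100A4 monomer with TAMRA-labelled myosin IIA peptide; buffer or medium: HEPES pH 7.2 with CaCl2, KCl, NaCl, DTT, Triton; compound dosing: one concentration per compound; schedule: 5 min incubation before reading; benchmarks: neutral control DMSO, positive control TFP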
XiGFP reactiv: activators of inactive X chromosome reactivation, primary screen, imaging, XiGFP fibroblasts, GFP high-content imaging, set 2; XiGFP mouse fibroblasts, % GFP-positive cells imaging, 3 d; cells co-treated with 5-aza-dC sensitizer; scaled so ellipticine positive control = 100%; 0.055% of 360,000 active; activation, % at 7.58 µM;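 active = mean normalized replicate activation at least 10% and every replicate at or above 10%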;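 note: 0% = median of on-plate neutral control wells and 100% = ellipticine 6 µM median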
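material = 68-5-11 XiGFP fibroblast line | medium = DMEM plus 5-aza-dC sensitizer | schedule = 3 days compound exposure | benchmarks = positive control ellipticine, 6 µM final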
RAD54 branch: inhibitors of human RAD54 branch migration, primary screen, biochemical, fluorescence, single point; DNA repair and recombination protein RAD54-like (Homo sapiens), Q92698; RAD54 Holliday junction branch migration, FAM/BHQ fluorescence; inhibition, % at 10.4 µM; 0.14% of 360,000 active; AID 602329, 2012;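 active = mean normalized replicate activity at least 40 and at least half of replicates scoring 40 or more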;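 note: 0% = median of neutral control wells and 100% = median of positive control wells; inhibitors cause a drop in the FAM fluorescence signal; in these data hits start at about 50%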
* = called active by the depositor; x = not tested or not shown; & = joins results of further samples.

mol	E-selectin induc	ERp5 block	esBAF inh	RAD52 inh	ERAP1 HTS inh	S100A4 inh HTS	XiGFP reactiv	RAD54 branch
COc1ccc(C(=O)Nc2ccc(NC(=O)c3cccs3)cn2)cc1	x	-21.9	1.4	-15.8	2.7	-1.4	0.1	4.3
CCCC(O)C#Cc1cnc2c(c1)C(=O)N([C@H](C)CO)C[C@H](C)[C@H](CN(C)S(=O)(=O)c1ccc(OC)cc1)O2 (stereo partly specified)	0.5	-1.2	11.2	-2.6	-1.6	-3.3	0.5	-2.0
O=C(CSc1nnc(NC(=O)c2cccc(Br)c2)s1)NCC1CCCO1 (stereo unspecified)	0.2	5.3	19.0	-17.6	0.1	7.2	0.2	5.2
COCCNC(=O)C(NC(=O)C1CCC(C)CC1)C(C)C (stereo unspecified)	0.6	2.6	-5.7	-9.6	x	0.9	0.6	-7.1
Cc1noc(C)c1NC(=O)N(C)C[C@@H]1Oc2ccc(NC(=O)Nc3ccc(C(F)(F)F)cc3)cc2CC(=O)N([C@@H](C)CO)C[C@H]1C	-9.2	-4.1	-5.4	0.5	-4.8	5.5	0.0	7.7
C[C@@H]1CCCCO[C@@H](CN(C)C(=O)C2CCCCC2)[C@H](C)CN([C@H](C)CO)C(=O)c2cc(NC(=O)CCCN(C)C)ccc2O1	-0.4	x	3.2	x	x	x	0.0	-0.6
NC(=O)C1CCN(C(=O)c2ccc(NS(=O)(=O)/C=C/c3ccccc3)cc2)CC1	-0.2	-0.6	-0.3	-4.0	4.5	-1.4	0.0	6.3
O=C(Nc1ccc(C(=O)OC[C@@H]2CCCN3CCCC[C@H]23)cc1)c1cccc(Br)c1	x	-2.2	x	40.2	-5.2	-10.3	0.0	x
COCC(=O)Nc1ccc2c(c1)OC[C@H](C)N(CCc1ccccc1)C[C@@H](C)[C@@H](OC)CN(C)C2=O	0.1	-3.5	-5.3	9.5	2.2	-5.9	2.8	-12.7
O=C(CNC(=O)c1cccs1)c1ccc(Br)cc1	-0.1	-4.2	25.9	-17.9	-7.8	-3.0	0.0	-10.9
CCCN(C)C[C@H]1OCc2cnnn2CCCC(=O)N([C@H](C)CO)C[C@H]1C	0.1	2.1	-1.1	4.8	0.5	2.1	0.1	13.1
COc1ccc(C(=O)Nc2cccc(C(C)=O)c2)c(OC)c1OC	x	1.3	28.4	-4.4	-0.1	5.0	x	2.1
C[C@@H]1CN([C@@H](C)CO)C(=O)CCCn2nncc2CO[C@@H]1CN(C)S(=O)(=O)c1ccc(Oc2ccccc2)cc1	0.0&0.0	-7.9&1.2&-2.8	2.2&3.2&2.6	-7.4&10.9&5.2	-1.0&-1.0&-2.7	8.2&-6.3&-2.4	0.0&0.0	1.9&-10.3&2.8
COc1ccc(S(=O)(=O)Nc2ccc3c(c2)C(=O)N([C@@H](C)CO)C[C@H](C)[C@@H](CN(C)Cc2ccncc2)OCCCC[C@H](C)O3)cc1	-0.1	-4.2	1.4	20.8	-1.6	-1.9	-0.3	-6.5
CCC(=O)N[C@H]1CC[C@@H](CC(=O)NCc2ccccc2F)O[C@H]1CO	0.3	-4.9	-0.5	-2.5	-1.7	-1.3	0.1	-13.5

Next section.
mol	E-selectin induc	ERp5 block	esBAF inh	RAD52 inh	ERAP1 HTS inh	S100A4 inh HTS	XiGFP reactiv	RAD54 branch
Cc1noc(C)c1NC(=O)N[C@H]1C=C[C@@H](CC(=O)Nc2ccc(-c3ccccc3)cc2)O[C@H]1CO	0.0	1.5	6.1	8.7	-1.1	-2.2	0.9	6.0
CN(CC1COCCO1)C(=O)c1cc(COc2c(F)cccc2F)on1 (stereo unspecified)	0.2	8.2	22.0	2.3	-6.3	14.5	0.1	-1.9
CCN1[C@@H]2c3ccc(-c4cccc(F)c4)c(=O)n3C[C@@H]2[C@@H](CO)[C@@H]1C(=O)N[C@H](C)c1ccccc1	-0.3	2.3	-2.1	-5.4	2.4	1.4	0.2	5.4
O=c1ccccn1CCOc1ccc(Cl)cc1	17.4	3.9	2.8	-3.5	x	-1.2	-0.1	x
COc1ccccc1OCCOc1ccc(/C=C2\C(=N)N3N=C(C)SC3=NC2=O)cc1	0.1	6.2	3.5	-21.6	-1.4	-0.4	0.0	-0.8
COc1ccc(S(=O)(=O)c2c(O)cc(C)c(NS(=O)(=O)c3ccccc3)c2C)cc1	x	2.9	-3.2	-16.6	0.0	-0.8	0.0	12.8
COc1ccccc1S(=O)(=O)N[C@@H]1C=C[C@H](CC(=O)NCc2cc(F)cc(F)c2)O[C@@H]1CO	0.1	0.6	-3.2	-22.4	1.6	9.7	-0.7	-2.1
O=C(CSc1nnc(-c2ccccc2F)o1)Nc1ccc(N2CCOCC2)cc1	2.4	3.1	26.1	-5.7	-0.6	3.9	0.1	-0.9
Cc1ccc(S(=O)(=O)NCC2COc3ccccc3O2)cc1 (stereo unspecified)	0.8	-0.5	x	-1.5	0.8	-0.7	-0.1	-3.9
C/C=C/c1ccc2c(c1)O[C@H](CN(C)C(=O)Cc1ccccn1)[C@H](C)CN([C@H](C)CO)S2(=O)=O	-2.3	-3.2	-1.7	7.0	3.1	-3.2	-0.6	1.4
O=C(C[C@@H]1CC[C@H]2[C@@H](COC[C@H](O)CN2Cc2cc(F)cc(F)c2)O1)Nc1nccs1	0.1	-3.0	4.7	9.2	1.7	26.4	0.1	-9.5
Brc1ccc(-c2nn3c(Cc4ccccc4)nnc3s2)o1	x	3.7	-2.8	-15.3	-2.7	-2.3	x	-0.5
COc1ccc(OC)c(NC(=O)CCNC(=O)N2CC(=O)Nc3ccccc32)c1	0.0	7.1	-3.0	-26.3	-1.8	-5.4	-0.1	-2.4
C/C(=C\c1ccco1)CN1CCN(Cc2ccc(C)o2)C(CCO)C1 (stereo unspecified)	2.1	5.2	x	-4.6	-0.7	-2.3	0.2	x
O=C(NC(Cc1c[nH]c2ccccc12)C(=O)N/N=C/c1cccc2ccccc12)c1cccs1 (stereo unspecified)	x	6.9	x	-24.8	-1.1	-0.8	2.1	x

Other compounds:
mol	E-selectin induc	ERp5 block	esBAF inh	RAD52 inh	ERAP1 HTS inh	S100A4 inh HTS	XiGFP reactiv	RAD54 branch
O=C(CCS(=O)(=O)Cc1ccccc1)Nc1ccc2c(c1)OCCO2	1.8	-7.0	x	-12.1	-1.5	5.1	0.0	x
COc1ccc(-c2cn(CC[C@H]3CC[C@H](NC(=O)NC(C)C)[C@H](CO)O3)nn2)cc1	-0.4	9.5	8.0	1.0	2.1	31.9	-0.1	6.4
N#C[C@@H]1[C@@H](c2ccccc2C2=CCCC2)[C@H](CO)N1C(=O)C1CC1	0.0	0.1	x	8.5	2.5	45.0	0.2	x
CCCNC(=O)[C@H]1[C@H](CO)[C@H]2Cn3c(cccc3=O)[C@@H]1N2C(=O)C1CC1	0.0	-2.5	-6.1	4.3	0.6	1.4	0.0	-4.6
COc1ccc2c(c1)OC(O)(C(F)F)CC2=O (stereo unspecified)	x	-2.3	2.0	-8.2	1.9	-4.3	x	0.5
COC(=O)C[C@@H]1CC[C@H]2[C@@H](COc3ccc(NC(=O)Nc4ccc(C)cc4)cc3C(=O)N2C)O1	0.8	-39.3	17.4	-2.6	x	1.3	0.2	8.8
O=c1[nH]c(C2CCN(S(=O)(=O)c3ccc(S(=O)(=O)NC4CC4)cc3)CC2)nc2c1nnn2Cc1ccc(F)cc1	0.0	2.1	-6.5	-13.6	-3.8	-9.7	-0.1	-1.8
Cc1ccc(-n2nnc3c(=O)n(CC(=O)NCc4ccco4)cnc32)cc1	-0.7	1.6	-5.8	-15.6	7.1	-0.5	0.0	-2.9
COc1ccc(N2CC(C(=O)N(CC(C)C)c3c(N)n(Cc4ccccc4)c(=O)[nH]c3=O)CC2=O)c(OC)c1 (stereo unspecified)	0.7	6.9	-1.1	-18.1	1.3	-21.9	0.1	x
C=CC(C)(C)c1[nH]cnc1/C=C1\NC(=O)C(C(C)C)NC1=O (stereo unspecified)	x	-3.1	6.4	-8.6	27.0	2.2	x	3.1
Cc1cc2occ(CC(=O)N(CCC(C)C)c3c(N)n(Cc4ccccc4)c(=O)[nH]c3=O)c2cc1C	-0.1	0.0	1.5	-2.8	0.3	0.1	0.0	2.1
COc1cccc(-c2nc3ccc([N+](=O)[O-])cc3o2)c1	-3.5	-0.9	x	-19.2	-1.1	-3.8	0.1	x
O=C(C[C@@H]1C[C@@H]2c3cc(NC(=O)C4CCC4)ccc3O[C@@H]2[C@H](CO)O1)NCCc1ccccc1	0.5	1.0	-3.0	16.3	0.0	-7.5	0.1	14.8
CC(C)CC#Cc1ccc([C@H]2[C@@H](CO)N3C(=O)CN(S(=O)(=O)c4ccccc4)C[C@@H]23)cc1	0.1	-8.6	x	-4.5	-1.5	1.3	0.2	x
CN(C(=S)Nc1ccc(SC(F)F)cc1)C(c1ccccc1)c1ccccc1	0.7	1.5	3.4	-2.9	-1.7	2.0	-0.1	6.7
